# Screens (PubChem)
# KCC2 mod – modulates chloride dependent transport by human KCC2 | Q9H2X9 | KCC2 cells, thallium flux FluoZin-2 fluorescence | B-score of Tl+ flux slope (higher = more flux/activation; lower = inhibition) at 10 µM | hit rate 2.2% among 190,000;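 active means thallium flux slope and its plate-corrected score both differing from the plate sample mean at a set confidence after two filtering rounds, in either direction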;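 further: slope of fluorescence scaled to starting intensity during 10 to 20 s after thallium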
# Calpain2 inh – blocks pig calpain II enzyme activity. hit rate 0.37% among 220,000. AID 1236. inhibition, % at 16 µM. purified calpain II, fluorogenic peptide substrate, 30 min;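 active means inhibition above about 50%, limit read from the data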
# FXIa inh 1536 – inhibitors of human coagulation factor XIa. P03951. purified FXIa, Boc-Glu-Ala-Arg-AMC fluorogenic substrate. inhibition, % at 5 µM. hit rate 0.14% among 220,000. AID 798;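 active means inhibition of at least 40%; inactive means inhibition below 40%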;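 further: fluorescence of freed AMC excited at 355 nm; 0% = enzyme without compound and 100% = no enzyme blank; many of its hits are not listed in these tables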
# Furin inhibitor – blocks human furin protease activity; purified furin, fluorogenic substrate cleavage; hit rate 0.061% among 220,000; inhibition, % at 30 µM; P09958; in the data active means inhibition above about 25%; further: inactives centre near -15
# Rad51 HR inh – blocks human Rad51 in homologous recombination. hRad51 DNA strand exchange, fluorescence dequenching. hit rate 0.085% among 200,000. Q06609. inhibition, % at 10 µM;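 active means inhibition above 40% at the single screening dose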;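 further: 0% = DMSO control wells and 100% = blanks with heterologous ssDNA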
# Target sequence (Q06609 whole entry, looked up): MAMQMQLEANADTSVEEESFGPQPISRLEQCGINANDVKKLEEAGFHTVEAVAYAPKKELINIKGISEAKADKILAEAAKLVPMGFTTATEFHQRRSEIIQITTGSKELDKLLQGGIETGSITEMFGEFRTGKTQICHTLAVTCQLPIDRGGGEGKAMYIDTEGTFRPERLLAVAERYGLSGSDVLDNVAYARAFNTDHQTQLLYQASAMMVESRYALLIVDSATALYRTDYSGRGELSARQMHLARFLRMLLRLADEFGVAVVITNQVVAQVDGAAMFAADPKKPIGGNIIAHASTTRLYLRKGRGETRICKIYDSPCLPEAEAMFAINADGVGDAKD
#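 Test system – preformed human Rad51 ssDNA filaments · Reagent – Donor/quencher-labelled 47-bp dsDNA substrate · Incubation – 37 °C 15-min filament assembly, 30-min compound preincubation, 15-min exchange · Signal – FRET fluorescence dequenching, excitation 485 nm, emission 520 nm · Read-out – percent inhibition from fluorescence, normalised to plate control and blank means · Benchmarks – plate control and blank wells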
# KLK5 inh – kallikrein 5 (human) inhibition. Q9Y337. recombinant hK5, fluorogenic AMC substrate cleavage. inhibition, % at 5 µM. hit rate 0.59% among 210,000;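 active means inhibition of 40% or more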;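 further: 0% = enzyme controls without compound and 100% = no-enzyme blanks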
# Target sequence (Q9Y337 67-293 limits assumed): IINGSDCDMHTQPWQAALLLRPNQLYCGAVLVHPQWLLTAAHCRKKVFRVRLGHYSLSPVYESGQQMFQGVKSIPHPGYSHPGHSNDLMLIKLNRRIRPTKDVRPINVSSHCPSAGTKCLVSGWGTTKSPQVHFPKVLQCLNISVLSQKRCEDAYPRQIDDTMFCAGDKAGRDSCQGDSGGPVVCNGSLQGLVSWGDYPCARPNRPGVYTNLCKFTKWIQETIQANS
# PERK inh – inhibitors of human PERK kinase. Q9NZJ5. CHO PERK-DD fusion, SEAP luminescence translation reporter. inhibition, % at 5.6 µM. hit rate 0.17% among 220,000. AID 1416;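 active means inhibition above the mean inhibition of all tested compounds plus 3 SD, set separately per screening campaign, cut at about 2.9% in these data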;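 further: PERK kinase domain activated by AP20187 dimerizer at 100 nM; 0% = DMSO with dimerizer and 100% = rapamycin at 8.4 µM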
# Thrombin inh – inhibitors of human thrombin; P00734; inhibition, % at 5 µM; alpha-thrombin, Boc-VPR-AMC fluorogenic substrate cleavage; hit rate 0.26% among 220,000;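 active means inhibition at or above 40%; inactive means inhibition below 40%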;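 further: 0% = enzyme with no compound and 100% = wells without enzyme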
#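 Test system: human alpha-thrombin protein / Dosing: one concentration per compound, 5 µM, with 0.2% DMSO / Medium: pH 7.5 Tris-saline with Tween 20 / Benchmarks: no-compound enzyme wells and no-enzyme blanks / Read-out basis: percent inhibition of thrombin substrate cleavage / Timing: reaction at room temperature / Measured by: fluorescence, ex 355 nm, em 460 nm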
# FXIIa inh – blocks human coagulation factor XIIa protease activity; P00748; purified FXIIa, Boc-QGR-AMC fluorogenic substrate, 2 h; inhibition, % at 5 µM; hit rate 0.3% among 220,000; in the data active means inhibition above about 40%;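 further: 0% = enzyme with no compound and 100% = blank without enzyme; many of its hits are not listed in these tables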
# Numbers without * were called inactive; . = no result given; [ ] = remark or other dose.
# The opening two records, to show the layout:
SMILES,KCC2 mod,Calpain2 inh,FXIa inh 1536,Furin inhibitor,Rad51 HR inh,KLK5 inh,PERK inh,Thrombin inh,FXIIa inh
Cc1cc(C)c(Cn2cnc(-c3ccc([N+](=O)[O-])cc3)c2)c(C)c1,.,-7,-8,7[20 µM],0,4,-1.3,4,9
COc1ccc(/C=N/NC2=NCCCCC2)cc1,1.5,31,-2,-18[20 µM],-2,5,-0.2,0,1

# The listing, from the first entry:
SMILES,KCC2 mod,Calpain2 inh,FXIa inh 1536,Furin inhibitor,Rad51 HR inh,KLK5 inh,PERK inh,Thrombin inh,FXIIa inh
Cc1cc(C)c(Cn2cnc(-c3ccc([N+](=O)[O-])cc3)c2)c(C)c1,.,-7,-8,7[20 µM],0,4,-1.3,4,9
COc1ccc(/C=N/NC2=NCCCCC2)cc1,1.5,31,-2,-18[20 µM],-2,5,-0.2,0,1
c1ccc(COc2ccc(OCCCCN3CCCC3)cc2)cc1,-0.3,-23,-3,-15,0,-12,0.2,-14,8
COc1ccccc1CNCC(=O)Nc1ccc(N2CCOCC2)cc1,-0.14,22,-5,-12,-1,-16,-0.7,-13,31
Clc1ccc(Nc2cc(-c3ccccc3)nc3ncnn23)cc1,0.083,-4,3,-26,12,-9,0.3,-10,1
COc1cc(C(=O)Nc2nnc(CC(C)C)s2)c([N+](=O)[O-])cc1OC,0.99,9,27,-9,-10,35,-0.2,34,20
O=C(O)C12CC3CC(C1)CC(n1ncc(N4CCN(c5ccccc5)CC4)c(Cl)c1=O)(C3)C2,1.4,5,-1,0,-11,0,0.4,-6,1
N#Cc1c2c(c(-n3cnc4ccccc43)n3c1nc1ccccc13)CCC2,0.0085,-205,8,-21[20 µM],-13,-6,1.1,4,20
O=C(N/C(=C/c1cccc([N+](=O)[O-])c1)C(=O)N1CCCCC1)c1cccs1,-0.66,2,3,-9,9,-21,0.6,-3,10
CC1(C)CC(=O)C2=C(C1)N(CCN1CCOCC1)C1=C(C(=O)CC(C)(C)C1)C2c1ccc(Cl)c([N+](=O)[O-])c1,-0.84,-27,-6,-21,6,-4,1.4,-10,3
CC(=O)c1ccc(NC(=O)c2ccc3c(Cl)c4c(nc3c2)CCCC4)cc1,2.5,-56,0,-23,.,-11,1.9,-6,3
Nc1nnc(SCC(=O)Nc2cc(S(=O)(=O)N3CCOCC3)ccc2Cl)s1,-0.38,-6,-1,-15,-8,-4,1.4,5,4
Cc1cccc(CN2C(=O)c3ccccc3Sc3ccc(C(=O)O)cc32)c1,-1.7,-8,2,-18,15,3,1.6,0,14
CCCn1c(CNC(=O)c2ccccc2)nc2ccccc21,0.35,6,4,-9,1,-7,-0.8,1,18
Cc1ccc(-c2csc(NC(=O)CSc3nc4ccccc4[nH]3)n2)cc1,0.48,0,-5,-9,-9,-16,0.2,-6,-1
COc1cccc(C(=O)OCn2nnc3ccccc3c2=O)c1OC,0.19,3,5,-27,-1,4,.,-1,15
N#C/C(=C/c1ccc(C(=O)O)cc1)C(=O)NCc1ccccc1,.,-12,-6,6[20 µM],-1,-6,0.2,-3,8
COc1ccc(C(=O)NC(=S)Nc2ccc([N+](=O)[O-])cc2C)cc1OC,.,41,-3,-13[20 µM],8,-40,0.4,4,5
CC(c1ccccc1)C1C(C#N)=C(N)OC2=C1C(=O)CCC2 (centres undefined),0.03,0,1,-15,-4,0,-0.4,0,14
CNS(=O)(=O)c1cc(OCC(N)=O)c(C)cc1Cl,0.87,-35,-3,-14[20 µM],-5,-2,0.8,1,13
CCC(=O)N1CCc2cc(S(=O)(=O)NC(Cc3ccccc3)C(=O)Nc3nccs3)ccc21 (centres undefined),0.0094,18,8,-12,.,-5,-0.5,1,8
CC1=C(C(=O)OCc2ccccc2)C(c2ccco2)C2=C(CC(C)(C)CC2=O)N1 (centres undefined),-4.3*,-46,-5,-24,1,-4,-1.6,-7,2
CCOC(=O)Cc1csc(NC(=O)CSc2nnc(C)n2C)n1,0.7,-2,17,-20[20 µM],5,-21,0.1,0,17
c1ccc(CCn2nnc3ccccc32)cc1,-2.1,15,4,-7,-27,1,0.2,-1,7
CC1(C)CC(=O)C(C=Nc2cccnc2/N=C/C2=C(O)CC(C)(C)CC2=O)=C(O)C1,-0.65,11,0,55*,1,-11,0.1,7,10

# Brought forward from above: four compounds, followed by the next part.
SMILES,KCC2 mod,Calpain2 inh,FXIa inh 1536,Furin inhibitor,Rad51 HR inh,KLK5 inh,PERK inh,Thrombin inh,FXIIa inh
CC1=C(C(=O)OCc2ccccc2)C(c2ccco2)C2=C(CC(C)(C)CC2=O)N1 (centres undefined),-4.3*,-46,-5,-24,1,-4,-1.6,-7,2
CCOC(=O)Cc1csc(NC(=O)CSc2nnc(C)n2C)n1,0.7,-2,17,-20[20 µM],5,-21,0.1,0,17
c1ccc(CCn2nnc3ccccc32)cc1,-2.1,15,4,-7,-27,1,0.2,-1,7
CC1(C)CC(=O)C(C=Nc2cccnc2/N=C/C2=C(O)CC(C)(C)CC2=O)=C(O)C1,-0.65,11,0,55*,1,-11,0.1,7,10
CCOC(=O)Cn1c(=O)oc2cc(S(=O)(=O)NCC3CCCO3)ccc21 (centres undefined),1.8,10,-5,-8,-7,-2,0.7,-6,3
O=C(NCc1ccccc1)C1=C[C@H](c2coc3ccccc3c2=O)C[C@H](OCCCCO)O1,-0.32,6,2,-28,-6,3,-0.5,0,7
Cc1ccc(CC(=O)N2CCC(c3nc4c(nnn4Cc4ccccc4)c(=O)[nH]3)CC2)cc1,-0.09,-16,2,-23,-3,-11,1.4,-1,14
Cc1c(NS(=O)(=O)c2cc(C(=O)OCC(=O)N3CCC(C)CC3)ccc2Cl)c(=O)n(-c2ccccc2)n1C,-0.38,-24,1,-31,2,0,0.9,-4,7
O=S(=O)(c1ccccc1)N(CC1CO1)c1cccc2ccccc12 (centres undefined),-2.4,18,31,0,-9,27,-0.6,37,36
COc1cc(NC(=S)N2CCN(C/C=C/c3ccccc3)CC2)cc(OC)c1,-0.0075,4,9,-23,-12,7,-0.6,-5,6
CCOC(=O)C1CCCc2c1[nH]c1ccc(Cl)cc21 (centres undefined),1.2,-12,3,-12,-6,3,2.1,-8,9
FC(F)(F)c1cccc(NCc2cn3cccnc3n2)c1,0.27,-4,-5,-8,.,4,0.8,-1,-5
COc1ccc(/C=C/C(=O)Nc2ccccc2C(=O)N2CCCC2)cc1,0.31,21,0,-13,1,4,-1.1,1,0
CC(C)(C)NC(=O)CSc1nnc(-c2ccncc2)n1Cc1ccccc1,.,23,-17,-17,5,-9,0.0,-11,-10
O=C(OCCN1CCCC1=O)c1cncc(Br)c1,1.2,-32,-4,-14[20 µM],2,-1,-0.1,-2,11
CCN1C(=O)N(S(=O)(=O)C(F)(F)F)[C@@H](c2ccccc2)C(C(=O)OC)=C1C,-1.8,0,2,-26,7,4,.,1,12
Clc1ccc(C(c2nnnn2C2CCCC2)N2CCSCC2)cc1 (centres undefined),.,17,21,-14,-5,-1,0.2,5,31
COc1ccccc1S(=O)(=O)Cc1ccc(C(=O)NCC2CCCO2)o1 (centres undefined),-0.62,4,-5,-13,.,.,0.1,-7,1
CC(=O)Nc1ccc2c(c1)ncn2-c1ccccc1,-1,-29,4,-34,.,4,1.0,-3,7
CC(C)(C)n1nnnc1C(c1cccs1)N(Cc1ccccc1)Cc1cccnc1 (centres undefined),-0.44,27,-1,-11,1,-6,0.1,-10,-4
Cc1cc(CN(C)C(=O)CC2C(=O)NCCN2Cc2ccc(F)c(F)c2)on1 (centres undefined),1.4,1,-4,-31,4,-3,2.0,-8,2
Cc1ccc(N2CCN(/N=C/c3ccccc3)CC2)cc1,0.054,1,-4,-13,.,.,0.0,-5,7
Cc1ccc(N/C(=N/S(=O)(=O)c2cccs2)c2ccccc2)c(C)c1,-0.84,-30,-1,-32,18,1,0.2,0,10
CCCN1CCN(S(=O)(=O)c2ccc(OC)c(Br)c2)CC1,-0.65,-13,5,-18[20 µM],2,2,-0.3,2,11
CC(=O)C1=C(C)NC(=O)NC1c1ccc(OC2CCCC2)cc1 (centres undefined),0.65,-80,-7,-21[20 µM],-3,-15,-0.5,5,11
COc1ccc(OC)c2sc(Cl)nc12,.,-14,-1,-23,.,16,0.4,2,11
Cc1noc(C)c1COC(=O)/C=C/c1ccccc1Cl,.,33,-4,2,10,-2,0.3,-15,4
COc1ccccc1NC(=S)N(Cc1ccco1)Cc1cc2cc(C)ccc2[nH]c1=O,0.31,22,14,-14,.,38,0.5,48*,16
Cc1c(C(=O)NCCCn2ccnc2)oc2ccccc12,-0.041,-17,-2,-16,.,0,-0.5,3,8
# Continuation.
SMILES,KCC2 mod,Calpain2 inh,FXIa inh 1536,Furin inhibitor,Rad51 HR inh,KLK5 inh,PERK inh,Thrombin inh,FXIIa inh
O=C(OCC(=O)N1CCc2ccccc2C1)c1cccnc1Cl,-0.88,13,0,-25,-2,3,0.9,-2,9
CC(C)N=c1scc(-c2ccco2)n1/N=C/c1ccc(O)c(O)c1,-1.9,-29,-3,-3[20 µM],1,4,-0.7,-2,-7
CC(C)(C)c1cc(NCCCn2ccnc2)n2ncc(-c3ccc(Cl)cc3)c2n1,0.15,-48,-1,-13[20 µM],3,-160,0.7,-1,2
CC(OC(=O)c1cc2sccc2n1C)C(=O)NCc1cccs1 (centres undefined),-3.7,-34,2,-16,-2,2,0.3,-3,9
Cc1nn(-c2ccc(C(F)(F)F)cn2)c(C)c1Oc1ccccc1O,.,-5,0,-7[20 µM],-7,10,1.9,-3,-1
CC(C)(C)OC(=O)N1CCC[C@H]1c1nnc(SCc2ccccc2F)o1,-0.042,12,5,-26,-1,6,-0.2,3,20
CCOC(=O)N1CCC(NC(=O)CCc2c(C)nc3nc(C)nn3c2C)CC1,-0.29,-20,4,0,.,-12,0.4,-5,-5
CC1Cc2ccccc2N1C(=O)COC(=O)c1ccc(O)cc1 (centres undefined),-3.2,2,5,-13,-26,5,1.2,1,8
COc1ccc(CC2(CO)CCN(Cc3cnn(-c4ccccc4)c3)CC2)cc1,-0.01,38,2,-15,-3,7,-0.8,0,13

# Copied from the list.
# COc1ccc(CC2(CO)CCN(Cc3cnn(-c4ccccc4)c3)CC2)cc1 in KLK5 inh = 7
# O=C(OCC(=O)N1CCc2ccccc2C1)c1cccnc1Cl in Furin inhibitor = -25

# Only part of the results is shown; count on the stated rates, not on these rows.
